# Source: PubChem (Sanford-Burnham Center for Chemical Genomics)
# TAG inh: inhibitors of triacylglycerol accumulation; H9c2 cells, Nile Red lipid (TAG) fluorescence; cells loaded with 200 µM oleic acid; inhibition, % at 12.5 µM; 230,000 compounds, 0.66% hits; AID 651582;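 active = pattern-corrected inhibition of lipid staining of at least 50% with the nuclear-stain viability signal not falling by more than 50%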;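 also: 0% = DMSO wells and 100% = triacsin C control wells; some results filed as inactive read as strong as hits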
# TAG inh DAPI viability: further read-out of TAG inh, marked with its call; DAPI nuclei signal change (viability), lower = more cytotoxic, %;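 whole-well DAPI fluorescence read on a plate reader as a viability signal; minus 50 percent equals half of cells still viable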
# * marks the source's active call; other numbers are inactive results; i = inactive. Some of the compounds tested; count on the stated rates, not on these rows.
SMILES,TAG inh,TAG inh DAPI viability
Cc1cc2c(ncn2Cc2ccccc2)c(N)c1C,-19,-15
COCCN(C(=S)Nc1cccc(Cl)c1C)C(C)c1ccco1 (configuration not stated),-4,-2
Cc1ccc(NC(=O)Cn2cc(S(=O)(=O)c3ccc(F)cc3)c(=O)c3cc(F)ccc32)cc1,-23,-3
O=C(C/C=N\OCc1ccc([N+](=O)[O-])cc1)Nc1ccc(Br)cc1,-36,-12
COc1cc(C)nc2nc(SCc3ccccc3)nn12,-41,7
CC(C)Sc1nc2ccccc2c(=O)[nH]1,-1,8
N#CC(=C(O)COC(=O)CCC1CCCCC1)c1nc2ccccc2[nH]1,3,1
CC(C)(C)Nc1nc(Cl)nc(N(C#N)CN2C(=O)c3ccccc3S2(=O)=O)n1,-3,-1
O=C(Nc1ccc2c(c1)OCO2)C(c1ccccc1)N1CCC2(CC1)OCCO2 (configuration not stated),-76,-10
O=C1C(=O)N(Cc2cccs2)c2ccccc21,10,-1
Cc1cc(C)nc(SCc2nnc(SCC(N)=O)o2)n1,1,6
CCN(Cc1nc2cc(Cl)ccc2c(=O)[nH]1)C(=O)CN1C(=O)NC2(CCCCC2C)C1=O (configuration not stated),-14,8
COCC(=O)n1nc(-c2ccccc2)nc1NCc1ccc(F)cc1,-14,-9
Cn1cc(C(=O)C(F)(F)F)c2ccccc21,1,6
CC(C)(C)Cc1c(-c2ccc(F)cc2)nc2ccc(Cl)cn12,-1,-6
CC(C)OC(=O)Nc1ccc2c(c1)N(C(=O)N1CCN(C)CC1)c1ccccc1CC2,14,0
O=C(O)c1cccc(Nc2nc(-c3cccnc3)nc3ccccc23)c1,3,-14
S=C(NC12CC3CC(CC(C3)C1)C2)N1CCOCC1,-10,-1
C=CC[C@H](CC(=O)N[C@H](CO)Cc1ccccc1)C(=O)N[C@H](COC(=O)[C@H](CC=C)CC(=O)OC(C)(C)C)Cc1c[nH]c2ccccc12,14,-9
CCOC(=O)c1c(NC(=O)CSc2nnc(-c3ccco3)o2)sc(C(C)=O)c1C,15,-6
Cc1ccc(CN2C(=O)c3ccccc3NC23CCN(Cc2ccccc2)CC3)cc1,9,96
CCNC(=O)N(C)C[C@H]1N[C@@](CC)(C(=O)OC)[C@H]2C(=O)N(Cc3ccccc3)C(=O)[C@@H]12,4,-13
O=C(O)c1ccccc1NS(=O)(=O)c1ccc(NNC(=S)Nc2ccc(OC(F)F)cc2)c([N+](=O)[O-])c1,-5,-3
Cc1nc2sccn2c(=O)c1S(=O)(=O)NCC1CCN(Cc2ccc(Cl)cc2)CC1,-45,18
CSc1ncccc1C(=O)OCC(=O)c1ccccc1Br,-15,8
CC(=O)c1oc2ccccc2c1NC(=O)CCCN1C(=O)c2ccccc2C1=O,-2,-5
CCOC(=O)Cc1csc(NS(=O)(=O)Cc2ccccc2)n1,6,12
CCOCCCN1C(=O)CN(C2CCC(C)CC2)C(=O)C1c1ccc(C)cc1 (configuration not stated),-23,3
COCCCn1c(C)cc(C(=O)COC(=O)C23CC4CC(CC(O)(C4)C2)C3)c1C,-8,6
CC(C)c1cc(NC(=O)C(C)(C)C)cc(C(C)C)c1O,-3,0
CN1C(=O)C2(c3ccccc31)c1c(oc3ccccc3c1=O)C(=O)N2CCCO (configuration not stated),-6,0
COc1cccc(CNC(=O)C(CCSC)NS(=O)(=O)c2ccc3c(c2)oc(=O)n3C)c1 (configuration not stated),-20,-1
CCCCn1c(N)c(N(CCC(C)C)C(=O)c2ccc([N+](=O)[O-])s2)c(=O)[nH]c1=O,2,-7
CCOC(=O)c1cn(CC(=O)Nc2ccc(CC)cc2)nn1,-10,-4
CN(CC(=O)N1CCN(Cc2ccccc2)CC1)C(=O)Cc1ccc(Cl)c(Cl)c1,12,6
O=C(NCc1ccc(F)cc1)Nc1ccc(Cl)cc1,-41,3
CC(C)(C)c1cc(C(C)(C)C)n(-c2ccccc2)n1,20,-9
COc1ccc(CNC(=O)CSc2nnc(C)n2-c2ccc(F)cc2)cc1,-3,-3
Oc1ccc(/C=N/N2CCN(C3c4ccccc4-c4ccccc43)CC2)cc1O,18,-7
c1ccc(CSc2nnc(NC3CCCCC3)s2)cc1,25,-29
COc1cccc(-c2ccc(SCC(=O)N3CCOCC3)nn2)c1,-4,7
O=C(C1CCCN1S(=O)(=O)c1cccc2nsnc12)N1CCCCCC1 (configuration not stated),-3,-1
Cc1cc(=O)c(C(=O)c2ccccc2)c(C)o1,12,-1
NC(=O)Cn1nc([N+](=O)[O-])nc1Oc1ccccc1F,-7,2
Cc1ccccc1-n1c(SCc2cccc(F)c2)nc2[nH]ncc2c1=O,2,-6
Cc1ccc(C)c(/C=N/Nc2nc3ccccc3c(=O)n2O)c1,6,2
CCN(CC)C(=O)Cn1c(=O)n(-c2ccccc2)c(=O)c2sccc21,4,2
Nc1c(Cl)cc2c(c1Br)Cc1ccccc1-2,10,-1
CS(=O)(=O)c1cccc(C(=O)Oc2ccccc2)c1,21,-1
COC(=O)[C@H](CCSC)NC(=O)Cn1ccc(N)nc1=O,-18,5
CN(C(=O)c1cccc(NC(=O)Cc2ccc(NC(=O)C3CCN(C(=O)C4CC4)CC3)cc2)c1)C1CCC1,-4,-2
Cc1ccc(C(=O)NNC(=O)c2ccc(S(=O)(=O)N(C)c3ccccc3)cc2)cc1,3,2
COCCCN(C(=S)Nc1cc(Cl)cc(Cl)c1)C(C)c1ccccn1 (configuration not stated),-7,9
Cc1ccc(-c2cc(NC(=O)CCl)n(-c3ccccc3)n2)cc1,-17,-8
CC(OC(=O)c1c(F)cccc1F)C(=O)NCCC1=CCCCC1 (configuration not stated),-9,5
Cc1cccc(NCCNc2cccc(C)c2)c1,7,-12
N#CCCN(C(=O)COC(=O)CCC(=O)c1ccc(F)cc1)c1ccccc1,9,-7
COCCSc1nnc(NC(=O)C(C)(C)C)s1,5,-4
CCn1ncc(S(=O)(=O)N2CCN(c3cccc(OC)c3)CC2)c1C,5,-1
COc1ccc(NC(=O)c2cn3c(nc4ccccc43)c(C#N)c2C)cc1,10,2
# Other results.
SMILES,TAG inh,TAG inh DAPI viability
C/C(=C(\C#N)C(=O)NCCCN1CCOCC1)N(C)C,1,1
COc1ccc(CCN=CC2=C(O)CC(C)(C)CC2=O)cc1,-31,12
CCOC(=O)C1(C)NC(c2ccc(OC)c(OC)c2)C2C(=O)N(CC)C(=O)C21 (configuration not stated),-22,12
Nc1c(Cl)ncnc1N/N=C/c1ccc(O)cc1,-4,9
Cc1cc2nc3n(c2cc1C)CC1CC(C(=O)NCc2ccccc2)N(C)C31 (configuration not stated),13,3
COc1ccc(CNc2ccc(-c3ccccc3OC)nn2)cc1,-25,7
CC(NC(=O)CCCn1cc([N+](=O)[O-])cn1)c1ccccc1 (configuration not stated),6,-3
O=S(=O)(c1cccc(Cn2nnc(-c3ccc(F)cc3)n2)c1)N1CCOCC1,-13,2
Cn1c(=O)c2c(nc(CN3CCOCC3)n2CCc2ccccc2)n(C)c1=O,-22,5
Cc1cc(Br)ccc1S(=O)(=O)NCc1ccccc1,-6,0
CCCCCN(C(=O)COC(=O)c1ccc(Br)o1)c1c(N)n(CCCC)c(=O)[nH]c1=O,-26,-4
COc1cc2c(cc1OC)[C@@H](NC(=O)CCC1CCCCC1)[C@H](O)C2,-8,0
COC(=O)CSc1nc(-c2ccccc2)c2c(c1C#N)CCCC2,1,0
CC1(c2ccc3c(c2)OCO3)NC(=O)N(CC(=O)Nc2ccccc2[N+](=O)[O-])C1=O (configuration not stated),-6,0
COc1ccc2[nH]c(C)c(C(=O)CN3CC(C)OC(C)C3)c2c1 (configuration not stated),0,-6
O=C(CNc1cc(S(=O)(=O)N2CCOCC2)ccc1N1CCCC1)N1CCc2ccccc21,11,3
Cc1cc(C)c(C(=O)N2CCCC(N3CCN(c4ccc(F)cc4)CC3)C2)o1 (configuration not stated),-12,1
O=C(Nc1nonc1-c1ccc(Cl)cc1)c1ccccc1,-3,6
CC(C)(C)NC(=O)CN(C(=O)c1csnn1)c1ccccc1-c1ccccc1,5,-7
COc1ccc(NS(=O)(=O)c2ccc(O)c([N+](=O)[O-])c2)cc1S(=O)(=O)N1CCCCC1,6,-7

# Given as labelled records: 2 of the compounds above
Nc1c(Cl)ncnc1N/N=C/c1ccc(O)cc1
  TAG inh: -4 | TAG inh DAPI viability: 9
Cc1cc2nc3n(c2cc1C)CC1CC(C(=O)NCc2ccccc2)N(C)C31 (configuration not stated)
  TAG inh: 13 | TAG inh DAPI viability: 3

# The main list resumes with the seven entries that preceded the break.
SMILES,TAG inh,TAG inh DAPI viability
CC1(c2ccc3c(c2)OCO3)NC(=O)N(CC(=O)Nc2ccccc2[N+](=O)[O-])C1=O (configuration not stated),-6,0
COc1ccc2[nH]c(C)c(C(=O)CN3CC(C)OC(C)C3)c2c1 (configuration not stated),0,-6
O=C(CNc1cc(S(=O)(=O)N2CCOCC2)ccc1N1CCCC1)N1CCc2ccccc21,11,3
Cc1cc(C)c(C(=O)N2CCCC(N3CCN(c4ccc(F)cc4)CC3)C2)o1 (configuration not stated),-12,1
O=C(Nc1nonc1-c1ccc(Cl)cc1)c1ccccc1,-3,6
CC(C)(C)NC(=O)CN(C(=O)c1csnn1)c1ccccc1-c1ccccc1,5,-7
COc1ccc(NS(=O)(=O)c2ccc(O)c([N+](=O)[O-])c2)cc1S(=O)(=O)N1CCCCC1,6,-7
Cn1nc(C(F)(F)F)c(CNC(=O)C(C)(C)CCl)c1N1CCOCC1,-4,0
CCCCCCN=C1CC(C)(C)CC(=O)/C1=C(/O)CCC,-12,1
O=C(CN1CCOCC1)NN=Cc1ccc([N+](=O)[O-])o1,-5,12
O=C(NCCS(=O)(=O)N1CCN(c2ccc(F)cc2)CC1)c1ccc2c(c1)OCO2,21,0
O=C(NCc1cccnc1)c1cccc(S(=O)(=O)NCc2ccccc2)c1,-4,-6
Cc1ccc(-c2cc(C(F)F)n3ncc(C(=O)N4CCN(c5ccccn5)CC4)c3n2)cc1,16,-10
O=S(=O)(c1ccccc1)c1nc(-c2ccco2)oc1NCCCN1CCOCC1,12,-11
Cc1cnc(C(=O)OC(C)C(=O)Nc2ccccc2-c2ccccc2)cn1 (configuration not stated),-13,-6
CCOc1ccc(Cn2nnc(C(=O)Nc3ccc(OC)cc3OC)c2N)cc1,-19,-18
O=C(Cn1cnc2c(nnn2-c2ccccc2)c1=O)N1CCOCC1,-13,3
COc1ccccc1NC(=O)CSc1nnc(-c2ccoc2C)n1CC1CCCO1 (configuration not stated),-1,1
Cc1cc(C)cc(C(=O)n2cnnc2N)c1,-7,8
O=C(NCCc1ccccc1)c1cc(S(=O)(=O)N2CCOCC2)ccc1F,6,-6
COc1cccc(-c2nc(CS(=O)CC(=O)NC3CC3)c(C)o2)c1 (configuration not stated),7,-11
CN(C)c1ccc(-c2ccnc3c2CC(C)(C(=O)NCc2cccs2)O3)cc1 (configuration not stated),-17,-4
CS/C(=N\S(=O)(=O)c1cccs1)Nc1ccc(Br)cc1F,-4,3
O=C(c1cnn2c(C(F)(F)F)cc(-c3ccc4c(c3)OCO4)nc12)N1CCCC1,15,-7
CC(=O)Nc1ccc2c(c1)Cc1c(F)cccc1-2,-11,-2
Oc1ccccc1/C=N/c1c(-c2ccco2)nc2ccccn12,-8,17
CN(C)S(=O)(=O)c1ccc(N2CCCC2)c(C(=O)NNC(=O)COc2cccc(F)c2)c1,5,-2
O=C(CSc1nnnn1C1CCCCC1)Nc1ccccc1F,7,-3
CCN1CCN(CC(=O)Nc2ccccc2)C(=O)C1=O,-14,7
O=C(NC(=S)Nc1ccccc1O)c1ccc(-c2ccc(Cl)cc2)o1,-4,11
COc1ccc(S(=O)(=O)Nc2cc(C)on2)cc1NC(C)=O,7,9
Cc1noc(/C=C/N(C)C)c1S(=O)(=O)NC1CCCCC1,9,-5
CC(C)Cc1nnc(NC(=O)CSc2nc(=O)cc(N)n2-c2ccccc2)s1,21,-10
CSCC(=O)NCC1(N(C)Cc2ccccc2)Cc2ccccc2C1,-22,6
C[C@H](CO)N1C[C@H](C)[C@@H](CN(C)S(=O)(=O)c2cccs2)Oc2ccc(NS(=O)(=O)c3ccc(F)cc3)cc2C1=O,1,-6
CCN(c1ccccc1)S(=O)(=O)c1ccc(OC)c(NC(=O)CCc2nc3ccccc3c(=O)[nH]2)c1,16,-1
Clc1ccc(-n2nnnc2Sc2ncnc3sccc23)cc1,20,-17
CCc1ccc(OCC(=O)Nc2cccc3nsnc23)cc1,-1,4
CCN(CC)C(=O)C1CCN(S(=O)(=O)c2c(C)noc2/C=C/c2cccc(C)c2)CC1,-7,-3
Cc1ccc2nc(N3CCN(c4cccc(C)c4C)CC3)c3nnnn3c2c1,-1,15
COc1ccc(OC)c(/C=N/NC(=O)c2cc3c(OC)cc(OC)cc3[nH]2)c1,1,22
COc1c2ccoc2c(OC[C@@H](OC(C)=O)C(C)(C)O)c2oc(=O)ccc12,1,0
O=C(NCc1ccc2c(c1)OCO2)C(=O)NCC(c1ccco1)N1CCN(c2ccccc2)CC1 (configuration not stated),-7,-2
COc1ccc2sc(-c3ccccc3OC)c(-c3ccc(OCCN4CCOCC4)cc3)c2c1,-2,4
O=c1cc(N2CCN(Cc3ccccc3)CC2)[nH]c(=O)n1-c1ccc(Br)cc1,3,18
Cc1cccc(C(=O)NCC(=O)OCCOc2ccccc2Cl)c1,10,8
COc1cc(/C=C/C(=O)OCC(=O)NC(C)c2ccccc2)cc(OC)c1OC (configuration not stated),13,5
O=C(Nc1ccccc1)C1=C[C@@H](C2CCCCC2)C[C@@H](OCCCCO)O1,-8,4
CCOc1ccccc1NC(=S)C(=C([O-])c1ccc2c(c1)OCCO2)[n+]1ccc(CC)cc1,-7,i
CCN(CC)CCN(C(=O)c1ccc2c(c1)OCCO2)c1nc2ccc(C)cc2s1,11,6
C1=C(CCNc2ncnc3c2cnn3-c2ccccc2)CCCC1,-19,7

# Quoted from the listing.
# TAG inh, CCOc1ccccc1NC(=S)C(=C([O-])c1ccc2c(c1)OCCO2)[n+]1ccc(CC)cc1 : -7
# TAG inh, C1=C(CCNc2ncnc3c2cnn3-c2ccccc2)CCCC1 : -19
# TAG inh DAPI viability, O=C(Nc1ccccc1)C1=C[C@@H](C2CCCCC2)C[C@@H](OCCCCO)O1 : 4
# TAG inh, CCN(CC)CCN(C(=O)c1ccc2c(c1)OCCO2)c1nc2ccc(C)cc2s1 : 11
